Compound activity from PubChem BioAssay.
RPL19A-GFP yeast: modulators of TOR pathway RPL19A-GFP in S. cerevisiae | S. cerevisiae RPL19A-GFP strain, flow cytometry, 3 h; stronger effect = lower value | 0.3% of 330,000 active | percent response vs DMSO, % at 10 µM;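 active = percent response vs DMSO below 50%; inconclusive = fewer than 70 events counted for the yeast strain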;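 note: median channel GFP fluorescence of the barcoded RPL19A-GFP strain; ratio of sample median GFP to plate DMSO average so 100% = DMSO; lower means less RPL19A-GFP as with rapamycin TOR inhibition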
MEP2 TOR yeast: alters MEP2-GFP fluorescence in TOR pathway yeast screen. S. cerevisiae MEP2-GFP strain, flow cytometry GFP, 3 h; 100% = DMSO control level. GFP response vs DMSO, % at 10 µM. 0.51% of 330,000 active. AID 2016;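 active = GFP response versus DMSO above a set limit, roughly screen mean plus 3 SD, cut at about 180% in these data; inconclusive = fewer than 70 cells counted for a yeast strain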;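 note: median GFP fluorescence of the barcode-gated MEP2-GFP cells per well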
Efflux pump mplx: blocks antifungal efflux pumps in multiplex yeast assay. S. cerevisiae Candida pump triplex, Nile Red efflux. inhibition, % at 10 µM. 0.44% of 330,000 active. AID 485275;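 active = plate passing quality check with inhibition over a set limit, or well fluorescence over plate mean plus 4 SD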;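 note: Nile Red retained in pooled yeast measured as flow cytometry median fluorescence; 0% = buffer negative control and 100% = Enniatin B positive control; higher means more Nile Red kept so more efflux inhibition; some compounds called inactive have numbers as strong as hits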
CR mimetic SO: yeast age-related superoxide inhibition as caloric restriction mimetic; S. cerevisiae aged cells, superoxide DHE fluorescence; stronger effect = lower value; superoxide response (% of plate mean), % at 10 µM; 0.18% of 330,000 active;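 active = superoxide response under a set limit, about three screen SD below normal, cut at about 65% in these data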;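 note: yeast aged for seven days with compound at 30 °C before DHE staining; 100% = average MFI of all compound-treated wells on the plate with controls excluded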
LAP4-GFP MLPCN: yeast TOR pathway LAP4-GFP modulation; S. cerevisiae LAP4-GFP multiplex, flow cytometry GFP, 3 h; median GFP as percent of DMSO wells; GFP response vs DMSO, % at 10 µM; 0.34% of 320,000 active; AID 2023;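 active = GFP response vs DMSO above a set limit, about the screen mean plus 3 SD, cut at about 150% in these data; inconclusive = under 70 cell events counted for the yeast strain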
CIT2 TOR yeast: modulators of TOR pathway CIT2-GFP in S. cerevisiae; S. cerevisiae CIT2-GFP strain, flow cytometry, 3 h; 100 means same as DMSO wells; 0.065% of 320,000 active; GFP response vs DMSO, % at 10 µM; AID 2029;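 active = GFP response relative to DMSO above a set limit, near the screen mean plus 3 SD, cut at about 150% in these data; inconclusive = Fewer than 70 cells measured for a yeast strain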;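 note: ratio of well median GFP fluorescence to mean of DMSO wells on the plate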
AGP1 TOR yeast: yeast TOR pathway AGP1-GFP modulation | S. cerevisiae AGP1-GFP multiplex flow cytometry, 3 h; GFP as percent of DMSO wells | GFP response vs DMSO, % at 10 µM | 0.02% of 320,000 active | AID 2066;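 active = GFP response relative to DMSO above a set limit, near screen average plus 3 SD, cut at about 150% in these data; inconclusive = fewer than 70 cells counted for the yeast strain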;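 note: median GFP channel fluorescence of the gated AGP1 strain per well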
AHR act: human AHR activation. activation, % at 5 µM. AHR-responsive luciferase reporter cells, luminescence. AID 2796. 2.5% of 320,000 active; in the data active = activation above about 47%;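 note: 0% = vehicle wells and 100% = reference agonist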
Target sequence (P35869 whole entry, looked up): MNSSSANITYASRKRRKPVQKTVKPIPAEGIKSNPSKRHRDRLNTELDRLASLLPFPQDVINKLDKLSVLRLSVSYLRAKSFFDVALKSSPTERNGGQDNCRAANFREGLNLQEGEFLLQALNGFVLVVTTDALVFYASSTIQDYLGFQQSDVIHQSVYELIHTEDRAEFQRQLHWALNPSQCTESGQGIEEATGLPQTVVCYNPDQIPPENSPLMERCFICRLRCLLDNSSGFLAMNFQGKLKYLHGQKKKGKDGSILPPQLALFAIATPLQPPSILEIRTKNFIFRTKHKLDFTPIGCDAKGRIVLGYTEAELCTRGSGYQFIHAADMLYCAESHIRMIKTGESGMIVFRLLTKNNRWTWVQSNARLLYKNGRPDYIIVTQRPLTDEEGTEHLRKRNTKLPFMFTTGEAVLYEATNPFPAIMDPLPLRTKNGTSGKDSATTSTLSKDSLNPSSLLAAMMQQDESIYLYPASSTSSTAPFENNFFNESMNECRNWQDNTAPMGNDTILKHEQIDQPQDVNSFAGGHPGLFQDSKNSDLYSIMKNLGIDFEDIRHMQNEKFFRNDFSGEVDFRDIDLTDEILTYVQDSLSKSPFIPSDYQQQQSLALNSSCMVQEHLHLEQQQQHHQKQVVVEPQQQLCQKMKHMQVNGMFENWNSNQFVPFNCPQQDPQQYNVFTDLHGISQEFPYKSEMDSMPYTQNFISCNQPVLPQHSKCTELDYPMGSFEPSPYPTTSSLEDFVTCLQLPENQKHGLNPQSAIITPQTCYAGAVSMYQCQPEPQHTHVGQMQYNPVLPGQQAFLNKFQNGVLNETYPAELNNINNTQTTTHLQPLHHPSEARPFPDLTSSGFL
An asterisk follows results filed as active; ? = inconclusive; · = no result given; [ ] = another dose, or the depositor's remark. Rows were taken by chance, and some 3.9% of all compounds hit somewhere here.

SMILES	RPL19A-GFP yeast	MEP2 TOR yeast	Efflux pump mplx	CR mimetic SO	LAP4-GFP MLPCN	CIT2 TOR yeast	AGP1 TOR yeast	AHR act
CC1=C(C)CC(C(=O)N2CCN(C/C=C/c3ccccc3)CC2)C(C(=O)O)C1 (stereo not drawn)	98	99	0.0	95	103	98	103	-1
CC1CC(C)(C)CC2(C1)NC(=O)N(CC(=O)NCCc1ccc3c(c1)OCCO3)C2=O (stereo not drawn)	100	103	-0.1	98	90	106	97	5
NC(=O)C1CCN(C(=S)c2cccs2)CC1	99	100	-0.1	94	100	101	100	0
CN(C(=O)c1ccc2c(c1)OCO2)C1(C(=O)NC2CCCC2)CCCCC1	96	95	0.1	81	93	90	92	7
Cc1ccc(S(=O)(=O)N(C)c2ccccc2C(=O)N2CCOCC2)cc1	109	110	0.0	102	98	107	103	-3
O=C(Cc1ccccc1)N/N=C/c1cccn1-c1ccc([N+](=O)[O-])cc1	32*[may fluoresce violet]	185*[may fluoresce violet]	0.8	87	?	?	?	3
CCOc1ccc2[nH]c(=O)c(C(c3nnnn3Cc3ccco3)N3CCCC(C)C3)cc2c1 (stereo not drawn)	103	105	0.1	101	101	103	102	17
Oc1c(C(c2ccccn2)N2CCOCC2)ccc2cccnc12 (stereo not drawn)	96	96	0.1	86	103	87	92	3
CN1CCN(c2ccc(NC(=O)c3ccc4c(c3)OCCO4)cc2Cl)CC1	97	97	0.2	94	97	98	103	0
Clc1ccc(CNc2nnnn2-c2ccccc2)c(Cl)c1	106	107	0.0	99	108	106	104	2
CCC(CC)NC(=O)Nc1ccc(C)cc1	104	108	-0.1	105	95	100	97	7
COc1cc(O)c(C(CC(=O)N2CCN(c3ccccc3)CC2)c2cc(OC)c(OC)c(OC)c2)c(OC)c1 (stereo not drawn)	102	106	-0.1	95	101	102	108	2
Cc1ccc(S(=O)(=O)CCC(=O)OCc2ccc(Cl)c(Cl)c2)cc1	106	106	0.1	101	94	106	97	1
Cc1cc(C)c(C#N)c(SCc2ccc(C(=O)O)cc2)n1	104	104	-0.1	91	108	100	98	1
CCOc1ccc(CNC(=O)CCC(=O)N2Cc3ccccc3Oc3ncccc32)cc1	105	112	0.3	108	98	107	103	2
CN(CC(=O)Nc1ccc(F)cc1)C(=O)Cn1cnc2ccc([N+](=O)[O-])cc2c1=O	109	119	0.0	88	130	110	119	2
COc1ccc(OC)c(NC(=O)CCNS(=O)(=O)c2ccc3[nH]c(=O)oc3c2)c1	99	98	-0.2	101	102	99	101	3
O=C(COC(=O)c1n[nH]c(=O)c2ccccc12)c1ccc(Br)cc1	96	95	0.0	105	106	97	105	-1
COc1ccc(-c2nc(-c3cccc(C(F)(F)F)c3)no2)cc1OC	94	93	0.2	109	87	86	94	0
CN(c1cccc(NC(=O)CN(c2cccc(Cl)c2)S(=O)(=O)c2ccc(Cl)cc2)c1)S(C)(=O)=O	109	102	-0.3	112	98	104	104	17
O=C(COC(=O)c1cc(Cl)cc(Cl)c1)NCCN1C(=O)CSC1=O	103	103	-0.1	105	104	99	98	1
CC(=O)Nc1ccc(S(=O)(=O)NCCC(=O)OCC(=O)c2ccc(F)c(F)c2)cc1	103	105	-0.4	98	100	104	110	-2
Cc1ccc(Cl)cc1NC(=O)CCC(=O)NCc1ccco1	104	103	-0.2	101	86	121	112	1
Cc1ccc(S(=O)(=O)C(C)C(=O)NCCS(=O)(=O)c2ccc(Cl)cc2)cc1 (stereo not drawn)	95	98	0.1	88	85	97	97	0
Cn1ccc(=Nc2ccc(NC(=O)c3ccc(N=c4ccn(C)c5ccc([N+](=O)[O-])cc45)cc3)cc2)cc1	104	104	-0.6	108	94	98	95	3
SMILES	RPL19A-GFP yeast	MEP2 TOR yeast	Efflux pump mplx	CR mimetic SO	LAP4-GFP MLPCN	CIT2 TOR yeast	AGP1 TOR yeast	AHR act
O=C1CC(c2ccccc2)CC(O)=C1C=NCc1ccccc1 (stereo not drawn)	98	97	-0.1	90	105	92	95	1
CC(C)c1ccc(C(C(=O)NC2CCCCC2)N(C(=O)c2ccccn2)c2cccnc2)cc1 (stereo not drawn)	88	98	0.1	96	97	·	97	-1
O=C(O)CN1C(=O)CSC1=S	102	110	0.0	106	104	96	99	·
O=C(NNc1nc2ccccc2s1)c1ccccc1F	106	92	0.0	91	94	64	75	16
COc1ccc(-c2noc(CSc3nc(N)c(-c4ccccc4)c(=O)[nH]3)n2)cc1OC	108	122	0.1	102	113	112	53	7
CC1CCN(C(=O)c2ccccc2NC(=O)c2cccs2)CC1	105	96	0.0	95	73	101	92	4
COC(=O)C(/C=N/OCc1ccc([N+](=O)[O-])cc1)NC(=O)c1cccc(Cl)c1 (stereo not drawn)	92	98	0.1	106	97	79	87	0
CCN(CC)P(=O)(C(NC(=O)OC)C(F)(F)C(F)(F)C(F)(F)C(F)F)N(CC)CC (stereo not drawn)	101	105	-0.1	84	101	103	101	0
Cn1cc(Br)cc2nc(C(F)(F)F)nc1-2	100	108	0.2	99	103	99	103	4
C=CC[C@H](CC(=O)NCCO)C(=O)N[C@@H](C)COC(=O)[C@@H](CC=C)CC(=O)OC(C)(C)C	97	98	0.0	77	99	96	99	-2
COc1ccc(Cl)cc1-c1n[nH]c(=S)n1Cc1ccccc1	101	88	-0.2	104	76	82	93	0
Cc1ccc(Nc2nc(N)nc(CN3CCc4ccccc4C3)n2)cc1	103	106	0.0	91	101	111	104	26
COc1ccc(NC(=O)CN(C)C(=O)c2ccccc2CCc2ccccc2)cc1	99	100	0.0	71	105	92	100	5
COc1ccc(C(=O)NCc2cccnc2)cc1S(=O)(=O)N1CCOCC1	105	112	0.0	94	106	111	115	1
CCCCN(C(=O)C1CCC1)c1c(N)n(CC(C)C)c(=O)[nH]c1=O	108	103	0.2	112	107	96	104	7
O=C(COc1ccc([N+](=O)[O-])cc1)NNC(=O)Nc1ccccc1F	88	81	-0.1	97	98	102	100	4
COc1ccc(N=c2cc(-c3ccc(OC)cc3)oc3ccccc23)cc1	101	103	0.3	95	95	100	104	-1
COc1ccc(C(=O)CCN2CCc3cc(OC)c(OC)cc3C2)cc1	117	117	0.0	94	105	109	116	-1
Cc1[nH]c2ccccc2c1C(=O)CN1CCN(C/C=C/c2ccccc2)CC1	93	91	-0.2	115	·	95	94	6
O=C(OCC(=O)N(C1CCCCC1)C1CCCCC1)c1ccc(O)cc1	99	103	0.3	85	94	102	91	-2
COc1ccc(S(=O)(=O)N2CCC(C(=O)NCCC(=O)Nc3cccc(OC)c3)CC2)cc1	110	111	0.2	118	116	111	122	0
Cc1cc(C)n(CC(=O)NNC(=O)CCCOc2ccc(Cl)c(C)c2)n1	95	106	0.1	95	98	118	103	1
CC(C)COC(=O)Cn1cnc2ccc(Br)cc2c1=O	104	91	0.1	108	·	101	100	2
CCOC(=O)c1sc(NC(=O)CC)c(C#N)c1C	99	109	-0.2	92	100	103	96	1
O/N=C\c1cccn1-c1ccc(Br)cc1	104	107	0.0	114	102	97	115	-1
SMILES	RPL19A-GFP yeast	MEP2 TOR yeast	Efflux pump mplx	CR mimetic SO	LAP4-GFP MLPCN	CIT2 TOR yeast	AGP1 TOR yeast	AHR act
Cc1noc(C)c1CSc1nc2cc(S(=O)(=O)N3CCOCC3)ccc2o1	107	107	-0.1	83	111	111	116	-1
O=C1CC(c2ccccc2F)C2=C(COC2=O)N1 (stereo not drawn)	98	98	0.0	102	101	94	96	-3
Cc1cc(C)cc(NC(=O)C2CCC(CNC(=O)[C@@H]3Cc4ccccc4CN3)CC2)c1 (stereo partly drawn)	94	111	0.0	116	93	95	101	3
CC12CCC(=O)N1C(C(=O)N1CCN(S(=O)(=O)c3ccccc3F)CC1)CS2 (stereo not drawn)	97	103	0.0	88	103	96	102	-1
CN(CC(=O)N1CCN(c2cccc(Cl)c2)CC1)S(=O)(=O)c1cnc[nH]1	100	100	0.1	102	93	107	96	1
COc1cc(O)c(C(CCN2CCCC2)c2ccc(N(C)C)cc2)c(OC)c1 (stereo not drawn)	110	114	-0.1	91	98	108	116	1
COc1ccc(-c2c(C#Cc3ccsc3)c3ccccc3n2C)cc1	103	106	0.0	116	95	99	96	22
Cc1nc2cc(F)ccc2n1C1CCN(C(=O)c2ccc(F)cc2F)CC1	94	87	0.0	84	86	96	95	6
Cc1ccc(C)c(NC(=O)N2CCCCCC2)c1	103	98	-0.1	94	77	99	93	2
O=C(CSc1nnc(CNC(=O)c2ccco2)o1)Nc1ccc(F)cc1	94	127	0.0	114	88	99	98	9
CC(C)(C(=O)c1ccccc1)/[N+]([O-])=C/c1ccccc1	·	112	0.0	97	106	108	109	-1
CCCCCN(C(=O)CCC(=O)OCC(=O)c1ccc(CCC)cc1)c1c(N)n(CCCC)c(=O)[nH]c1=O	101	103	0.1	95	111	101	109	3
Cc1[nH]nc(SCC(=O)NCc2ccccc2)c1[N+](=O)[O-]	104	119	0.3	100	109	105	102	-3
O=C(Nc1ccc2c(c1)OCCO2)N1CCN(c2ccccc2)CC1	105	106	0.0	87	111	101	103	5
Fc1ccc(Oc2nc(-c3ccccn3)nc3ccccc23)cc1	94	101	0.0	91	121	85	90	0
COC(=O)c1ccc(OC)c(CN2CCCN(Cc3cc(C)ccc3C)S2(=O)=O)c1	101	118	0.0	97	99	98	93	2
COc1ccc(OC)c(S(=O)(=O)n2nc(C)cc2C)c1	96	97	0.0	94	96	91	92	4
CN(C(=O)CSc1nc2ccc(Br)cc2c(=O)n1Cc1ccco1)C1CCS(=O)(=O)C1 (stereo not drawn)	101	101	0.1	75	101	91	99	4
COc1ccc(NS(=O)(=O)c2cccc(NC(=O)C3=NN(c4ccccc4)C(=O)CC3)c2)cc1	99	95	0.3	94	100	95	104	15
N#CCc1nc(-c2cc3ccccc3oc2=O)cs1	92	103	0.0	89	111	79	91	-2
N/C(=N\OC(=O)c1cccc(Br)c1)c1ccc([N+](=O)[O-])cc1	100	109	-0.1	103	112	100	93	5
CCCC(=O)Nc1ccc(NC(=O)c2ccco2)c(OC)c1	97	104	0.0	95	101	98	94	-2
CCCC(=O)NC(c1ccc(Cl)cc1Cl)c1ccc2cccnc2c1O (stereo not drawn)	101	97	0.0	95	95	105	102	0
COc1ccc(-n2nnnc2SCC(=O)Nc2cccc(NC(C)=O)c2)cc1OC	91	95	0.8	121	92	91	93	9
O=C(c1cc2cc(Cl)cc(Cl)c2oc1=O)N1CCOCC1	93	103	0.1	102	97	98	95	14
SMILES	RPL19A-GFP yeast	MEP2 TOR yeast	Efflux pump mplx	CR mimetic SO	LAP4-GFP MLPCN	CIT2 TOR yeast	AGP1 TOR yeast	AHR act
CCNc1nc(-c2cc(C)n(Cc3ccco3)c2C)cs1	97	97	0.0	107	94	108	92	3
Clc1cccc(N/N=C/c2ccc(N3CCOCC3)cc2)c1	95	95	0.2	120	90	98	92	15
COc1ccc(CSc2nnc(C)s2)cc1F	97	101	0.0	91	102	95	101	0
COc1cc(C=NNC(=O)c2ccccc2-n2cccc2)ccc1O	97	94	0.2	103	82	96	95	3
CC(=O)OCC[C@H](NS(=O)(=O)OCC(Cl)(Cl)Cl)c1ccccc1	95	90	0.0	106	112	89	83	0
CCN(CC)C(=O)c1nc[nH]c1C(=O)N(C)Cc1ccccc1	96	113	-0.2	101	112	101	102	1
COc1cc(NC(=O)COC(=O)CSc2ccc3ccccc3c2)c(C)cc1[N+](=O)[O-]	94	103	0.5	101	89	89	85	60*

Records above printed as active in MEP2 TOR yeast.
SMILES,RPL19A-GFP yeast,MEP2 TOR yeast,Efflux pump mplx,LAP4-GFP MLPCN,CIT2 TOR yeast,AGP1 TOR yeast,AHR act
O=C(Cc1ccccc1)N/N=C/c1cccn1-c1ccc([N+](=O)[O-])cc1,32*[may fluoresce violet],185*[may fluoresce violet],0.8,?,?,?,3
